Screening data as filed in PubChem.
Mdm2 MdmX PPI: inhibitors of human Mdm2-MdmX association, primary screen, cell-based, luminescence, split luciferase, SaOS-2, uHTS | 3% of 330,000 active | SaOS-2 split-luciferase Mdm2/MdmX complementation | Protein Mdm4 (Homo sapiens) + E3 ubiquitin-protein ligase Mdm2 (Homo sapiens), … | inhibition, % at 8 µM;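 active = inhibition of at least 50% at 8 µM in the primary screen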
697 NFkB inh: inhibitors of PMA/ionomycin-induced NF-kB reporter, 697 cells, primary screen, B-cell NF-kB inhibitor project, cell-based, luminescence, uHTS; 0.33% of 330,000 active; AID 435022, 2010; inhibition, % at 4 µM; 697 B-cell NF-kB luciferase reporter, 16 h; in the data active = inhibition above about 35%
APJ antag: antagonists of human apelin receptor APJ, primary screen, CHO-K1 cells, beta-arrestin complementation, luminescence. inhibition, % at 20 µM. 0.32% of 330,000 active;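 active = inhibition above about 40% at 20 µM, limit read from the data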;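 note: cells challenged with 10 nM apelin-13 agonist together with compound; plate controls were apelin-13 plus DMSO wells for no effect and DMSO wells lacking apelin-13 for full effect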
Target sequence (P35414 whole entry, looked up): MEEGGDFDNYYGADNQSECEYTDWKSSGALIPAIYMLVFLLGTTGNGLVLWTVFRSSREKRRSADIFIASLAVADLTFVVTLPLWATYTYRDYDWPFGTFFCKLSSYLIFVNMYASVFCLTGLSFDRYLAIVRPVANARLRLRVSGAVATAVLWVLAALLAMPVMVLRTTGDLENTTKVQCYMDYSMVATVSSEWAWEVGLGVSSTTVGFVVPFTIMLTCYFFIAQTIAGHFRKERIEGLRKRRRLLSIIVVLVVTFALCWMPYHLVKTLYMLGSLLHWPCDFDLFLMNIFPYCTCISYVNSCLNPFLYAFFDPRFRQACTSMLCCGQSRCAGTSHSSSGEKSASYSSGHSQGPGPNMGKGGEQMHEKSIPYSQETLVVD
Jurkat NFkB inh: inhibitors of induced NF-kB luciferase reporter, primary screen, TCR NF-kB activation inhibitor project, cell-based, luminescence, uHTS; Jurkat, PMA/ionomycin-induced NF-kB luciferase reporter; inhibition, % at 4 µM; 0.53% of 330,000 active; in the data active = inhibition above about 50%
tim23-1 inh: growth inhibitors of tim23-1 mutant yeast, primary screen, luminescence, uHTS; S. cerevisiae tim23-1 growth, BacTiter-Glo luminescence, 24 h; inhibition, % at 20 µM; 1.3% of 330,000 active;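 active = growth inhibition of the mutant yeast at or above 50%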;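 note: temperature-sensitive mutant grown at 25 °C; plate controls were DMSO-treated mutant yeast for no effect and medium wells lacking yeast for full effect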
XBP1 UPR activ: activators of adaptive XBP1 UPR arm, primary screen, cell-based, CHO-XBP1 luciferase reporter, luminescence, uHTS; IRE1-XBP1 UPR activation; percent of tunicamycin response, DMSO as zero; 0.33% of 330,000 active; AID 463104, 2010; activation, % at 20 µM;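 active = versus positive control, 20 µM dose yields 30% or more activation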;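 note: 100% = tunicamycin at 10 µg/mL and 0% = DMSO only wells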
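Material: IRE1-XBP1 luciferase reporter CHO line / Quantity: one thousand reporter cells per well / Buffer or medium: F12 with 10% serum / Compound: 20 µM single concentration, DMSO 1% / Times: 6 h treatment, 37 °C / Detection: Steady-Glo luciferase glow luminescence, 10 min after reagent addition / Benchmarks: tunicamycin high, DMSO low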
CHOP UPR activ: activators of apoptotic CHOP UPR arm, primary screen, cell-based, CHO-CHOP luciferase reporter, luminescence, uHTS; activation, % at 10 µM; UPR activation; percent of tunicamycin response over DMSO baseline; AID 449763, 2010; 0.34% of 330,000 active;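 active = at 10 µM dose, activation of 40% or more, normalized to positive control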;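 note: 100% = tunicamycin at 10 µg/mL and 0% = DMSO alone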
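Material: CHO-CHOP cells, stable luciferase reporter of PERK-eIF2a-CHOP signalling; quantity: 500 reporter cells seeded per well; buffer or medium: F12 medium containing 10% fetal bovine serum; compound: one dose, 10 µM in 0.5% DMSO; incubation: 6 h compound treatment, 37 °C; measured by: Steady-Glo luciferase luminescence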
APJ ag: agonists of human apelin receptor APJ, primary screen, CHO-K1 cells, PathHunter beta-arrestin, luminescence | P35414 | 0% DMSO wells, 100% apelin | activation, % at 20 µM | 0.11% of 330,000 active | AID 2520, 2010;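 active = activation more than six SD over the plate average, tested at 20 µM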;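 note: 0% = DMSO alone and 100% = apelin-13 at 10 nM; some results filed as inactive read as strong as hits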
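Test system – PathHunter CHO-K1 APJ (AGTRL-1) beta-arrestin reporter cells · Input – 1000 cells/well · Compound – single test compound dose, 20 µM final, 1% DMSO · Times – compound stimulation 90 min at 25 °C, detection 60 min · Technique – beta-gal luminescence · Read-out basis – APJ–arrestin association signal · Control set – negative DMSO alone, positive Apelin-13 at 10 nM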
The depositor's hits bear a star. An unsorted share of the library; overall some 5% were active at least once.

SMILES | Mdm2 MdmX PPI | 697 NFkB inh | APJ antag | Jurkat NFkB inh | tim23-1 inh | XBP1 UPR activ | CHOP UPR activ | APJ ag
CC1CN(C(=O)/C=C/c2ccccc2Cl)CC(C)O1 (stereo not drawn) | 9 | 0 | 5 | -11 | 13 | -3 | 0.1 | -2
COc1ccc(C(=O)NNC(=S)NC2CCCCC2)cc1OC | -3 | -9 | 0 | -2 | 4 | -5 | 0.8 | -5
CC(C)(C)C(=O)N1CCN(c2nc3ccccc3s2)CC1 | -12 | -86 | -37 | -59 | 25 | -2 | 5.4 | -4
CCOC(=O)C1CCN(c2nnc(N3CCCC3=O)s2)CC1 | -18 | -26 | -10 | -30 | 9 | -2 | 1.2 | -5
Cc1coc2cc3oc(=O)c(CCC(=O)NCCCn4ccnc4)c(C)c3cc12 | -3 | 3 | -4 | 12 | 12 | -2 | 0.2 | 0
COC(C(=O)Nc1ccc(F)cc1)c1ccccc1 (stereo not drawn) | 1 | 6 | 10 | -9 | 5 | 0 | 0.1 | -5
CCOC(=O)c1c(-n2cccc2)sc2c1CCCC2=O | 9 | 4 | 2 | -4 | 29 | -2 | -0.1 | 0
Cc1cccc(Cn2c(C)nc3ccc([N+](=O)[O-])cc3c2=O)c1 | 23 | -2 | -14 | 12 | 13 | -4 | 0.0 | 0
COCCNC(=O)c1cc(C(=O)CC(C)C)c[nH]1 | 9 | 16 | 10 | -2 | 4 | 5 | -1.3 | -1
COc1cccc(CN2CCN(Cc3ccc4c(c3)OCCO4)CC2CCO)c1 (stereo not drawn) | -8 | 7 | 12 | -9 | 11 | 0 | -1.5 | -4
O=c1sc2ccccc2c(=O)n1Cc1ccccc1F | -28 | 6 | -9 | -15 | -3 | -3 | 0.0 | -3
CCCCn1cnc2c1c(=O)n(C)c(=O)n2C | 7 | -8 | -2 | 8 | 4 | -2 | 0.2 | -2
O=C(O)C1CCCCC1C(=O)Nc1cccc(Cl)c1Cl (stereo not drawn) | -12 | -16 | -6 | 1 | -29 | -3 | -3.2 | -3
CCCOc1ccc(NC(=O)CCC(=O)NC(C)c2ccccc2)cc1 (stereo not drawn) | 9 | 6 | 9 | -8 | 2 | -5 | 1.4 | -1
Cc1ccc(S(=O)(=O)N2CCCC(c3nc(-c4ccc(C)o4)no3)C2)cc1 (stereo not drawn) | 23 | 7 | 16 | -2 | 31 | -6 | -0.1 | -4
COc1ccc(N2CCN(C(=O)C(=O)c3cn(CC(=O)N4CCCCCC4)c4ccccc34)CC2)cc1 | 24 | -1 | -16 | 4 | 11 | -5 | -0.1 | 9
N/C(=N\OC(=O)CCC1CCCCC1)c1cccc([N+](=O)[O-])c1 | 10 | -2 | -23 | 4 | 54* | 4 | 0.7 | 2
CCCCOc1ccc(S(=O)(=O)N2CCCCC2)cc1 | 4 | -32 | 6 | -10 | 30 | -5 | 6.1 | -1
NC(=O)Nn1c(CCC(=O)O)ccc1-c1ccc(F)cc1 | 15 | -3 | 9 | 10 | -9 | -1 | 0.6 | -4
Cc1ccc(C(=O)NCC(=O)NCC(c2cccs2)N2CCOCC2)cc1 (stereo not drawn) | -6 | 3 | 5 | -4 | -1 | -2 | -1.2 | -4

Ordered by formula weight (smallest number first): some entries from above
SMILES | Mdm2 MdmX PPI | 697 NFkB inh | APJ antag | Jurkat NFkB inh | tim23-1 inh | XBP1 UPR activ | CHOP UPR activ | APJ ag
COCCNC(=O)c1cc(C(=O)CC(C)C)c[nH]1 | 9 | 16 | 10 | -2 | 4 | 5 | -1.3 | -1
COC(C(=O)Nc1ccc(F)cc1)c1ccccc1 (stereo not drawn) | 1 | 6 | 10 | -9 | 5 | 0 | 0.1 | -5
CC1CN(C(=O)/C=C/c2ccccc2Cl)CC(C)O1 (stereo not drawn) | 9 | 0 | 5 | -11 | 13 | -3 | 0.1 | -2
O=c1sc2ccccc2c(=O)n1Cc1ccccc1F | -28 | 6 | -9 | -15 | -3 | -3 | 0.0 | -3
CCOC(=O)c1c(-n2cccc2)sc2c1CCCC2=O | 9 | 4 | 2 | -4 | 29 | -2 | -0.1 | 0
Cc1cccc(Cn2c(C)nc3ccc([N+](=O)[O-])cc3c2=O)c1 | 23 | -2 | -14 | 12 | 13 | -4 | 0.0 | 0
N/C(=N\OC(=O)CCC1CCCCC1)c1cccc([N+](=O)[O-])c1 | 10 | -2 | -23 | 4 | 54* | 4 | 0.7 | 2
CCOC(=O)C1CCN(c2nnc(N3CCCC3=O)s2)CC1 | -18 | -26 | -10 | -30 | 9 | -2 | 1.2 | -5
Cc1ccc(C(=O)NCC(=O)NCC(c2cccs2)N2CCOCC2)cc1 (stereo not drawn) | -6 | 3 | 5 | -4 | -1 | -2 | -1.2 | -4
Cc1coc2cc3oc(=O)c(CCC(=O)NCCCn4ccnc4)c(C)c3cc12 | -3 | 3 | -4 | 12 | 12 | -2 | 0.2 | 0
COc1ccc(N2CCN(C(=O)C(=O)c3cn(CC(=O)N4CCCCCC4)c4ccccc34)CC2)cc1 | 24 | -1 | -16 | 4 | 11 | -5 | -0.1 | 9

Continuation:
SMILES | Mdm2 MdmX PPI | 697 NFkB inh | APJ antag | Jurkat NFkB inh | tim23-1 inh | XBP1 UPR activ | CHOP UPR activ | APJ ag
O=C(O)C1CCC(CNS(=O)(=O)c2ccccc2)CC1 (stereo not drawn) | 13 | 14 | 4 | 3 | -6 | -4 | 0.9 | 0
CCC(=O)NC(=S)Nc1ccc(-c2nc3ccc(C)cc3s2)cc1 | -66 | -138 | 5 | -115 | 9 | 4 | 2.3 | -2
O=C(CN1CCCCC1)Nc1cccc([N+](=O)[O-])c1 | -11 | -17 | 10 | 1 | 4 | 0 | 0.8 | -4
CN(CC(=O)Nc1ccc(F)cc1)S(=O)(=O)c1ccc2c(c1)c(=O)n(C)c(=O)n2C | 23 | -12 | 8 | 6 | 15 | -3 | 1.1 | 3
O=C(NCc1ccco1)C1(S(=O)(=O)c2ccccc2)CC=CC1 | -20 | 2 | 10 | 9 | 19 | 7 | -0.7 | 5
O=c1[nH]c(C2CCCN(S(=O)(=O)c3ccc(F)cc3)C2)nc2c1nnn2Cc1ccccc1 (stereo not drawn) | 8 | 10 | -7 | 2 | -1 | 1 | 1.6 | -1
Cn1c(-c2ccccc2[N+](=O)[O-])[n+](C)c2ccccc21 | -2 | -5 | 5 | 23 | 2 | 3 | 1.1 | 2
COCCNC(=O)c1onc(CSc2cc(C)ccc2C)c1C(=O)O | 19 | 22 | 2 | -3 | -5 | 0 | -2.5 | -3
COC(=O)c1cc(=O)n(-c2c(Cl)cc(C(F)(F)F)cc2Cl)[nH]1 | 14 | 0 | -4 | -2 | -13 | 0 | 0.3 | 4
CN(c1ccccc1)S(=O)(=O)c1ccc(Cl)c(C(=O)NCCc2c[nH]c3ccccc23)c1 | 33 | 6 | 21 | -2 | 21 | -4 | 0.4 | -4
O=C(c1ccc(-c2ccccc2)cc1)C1CCCN(C(=O)Cn2cncn2)C1 (stereo not drawn) | 11 | 4 | 8 | 8 | 25 | -1 | 0.6 | -4
Cc1c(-c2ccccc2)c(P(=O)(N2CCOCC2)N2CCOCC2)c2ccccn12 | -22 | -32 | -25 | 2 | 17 | -2 | -1.5 | 2
O=C(CN1C(=O)CSc2ccc(S(=O)(=O)N3CCOCC3)cc21)NCc1ccc(Cl)cc1 | 2 | 5 | 12 | 1 | 4 | -5 | -0.3 | 0
CNC(=O)C1=NCCCc2cc(OC)c(OC)cc21 | -41 | 7 | 25 | -2 | 3 | -1 | -1.0 | -3
CC(C)[C@H](NC(=O)c1ccccc1)C(=O)NC1=NCCS1 | 11 | 6 | 6 | -2 | -3 | -1 | -0.1 | -4
COc1ccc(-n2ncc3c(NC(C)C)ncnc32)cc1 | -58 | -242 | 1 | -176 | -11 | -3 | -2.8 | -3
O=C(Nc1ccccc1Cc1ccccc1)c1ccccc1F | -19 | 1 | 21 | 15 | 15 | 0 | 0.2 | -5
Clc1ccc(SCCCCN2CCOCC2)cc1 | 0 | 15 | -3 | -9 | -3 | 2 | 3.6 | 0
CN(Cc1ccccc1)C(=O)C1CCCN1S(=O)(=O)c1ccc2c(c1)n(C)c(=O)c(=O)n2C (stereo not drawn) | -17 | 2 | 4 | -11 | 4 | -1 | -1.2 | -1
COc1cc(-c2cc(-c3ccc(N)cc3)[nH]c(=O)c2C#N)cc(OC)c1OC | 20 | 20 | 0 | 3 | 3 | -1 | -0.4 | 2
O=C(CSc1nc2c(sc3ccccc32)c(=O)n1Cc1ccco1)NCC1CCCO1 (stereo not drawn) | 12 | 11 | 0 | 10 | 3 | 2 | 1.8 | -6
COc1ccccc1NC(=O)CCS(=O)(=O)c1ccc2c(c1)oc(=O)n2C | 7 | -4 | 0 | 2 | 5 | -8 | 1.3 | 2
CCc1ccc(NS(=O)(=O)c2ccc3[nH]cc(C(=O)N4CCc5ccccc54)c(=O)c3c2)cc1 | -4 | -7 | -31 | -13 | 19 | -4 | 2.1 | 0
COc1ccc(S(=O)(=O)N2CCCC(C(=O)NCC3CCCO3)C2)cc1C (stereo not drawn) | 7 | 14 | 3 | 3 | 16 | -7 | 0.7 | -5
O=C(COC(=O)/C=C/c1ccc(Cl)cc1)NC1CCCCCC1 | 15 | 18 | 18 | 0 | -7 | -1 | 0.6 | -2
Cc1ccccc1NC(=O)NC1(C(=O)NCCCN2CCOCC2)CCCCC1 | 22 | 12 | 12 | -8 | 12 | 0 | -2.5 | -3
O=[N+]([O-])CC(=Nc1ccc(Cl)cc1)N/N=C\c1oc(O)c2ccccc12 | -1 | -11 | 9 | 6 | 8 | 0 | 3.8 | -1
COc1ccccc1NS(=O)(=O)c1cc(C(=O)NCC(c2cccs2)N2CCOCC2)ccc1C (stereo not drawn) | 15 | -47 | 6 | 3 | -8 | -1 | -0.4 | -2
CCN1C(=O)C(CC(=O)Nc2ccc(OC)cc2)N(CCN2CCOCC2)C1=S (stereo not drawn) | 7 | 5 | -8 | -4 | -2 | 0 | 2.6 | 0
CC(C)(C)c1ccc(-c2ncccc2O)cc1 | 3 | -27 | 10 | -25 | 27 | 1 | 1.5 | -2
CCOCCCNC(=O)CCc1nnc2ccc(N3CCCCC3)nn12 | -12 | 5 | -9 | -14 | -1 | -3 | -0.9 | 0
